Compound activity deposited in PubChem BioAssay by National Center for Advancing Translational Sciences (NCATS).
Abeta yeast res: A-beta toxicity reversal in yeast | yeast expressing A-beta42, growth rescue, OD600, 48 h; response scale: 0% DMSO, 100% iron-clioquinol control | Potency, µM (series often up to 46.1 µM), for inactives: top-dose growth rescue, usual class: activators | actives 0.063% (n = 410,000) | AID 1347071; also: potency is read from the fitted curve at half-maximal effect; nearly all actives have a fitted effect of over 55% in size
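Growth rescue measured by 600 nm absorbance after 48 h yeast culture at 30 C with compound. Values normalized between DMSO and an equimolar ferric chloride plus clioquinol control.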
EPAC1 antagonist: antagonists of human EPAC1 | O95398 | EPAC1 GEF assay, Rap1b-BODIPY-GDP exchange fluorescence | Potency, µM (doses to about 115 µM), for inactives: at the top dose activity change, negative = inhibition, hits mostly inhibitors | actives 0.14% (n = 360,000);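 also: potency is read from the fitted curve at half-maximal effect; plate controls were vehicle for no effect and positive control for full effect; nearly all actives have a fitted effect of over 50% in size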
Target sequence (O95398 whole entry, looked up): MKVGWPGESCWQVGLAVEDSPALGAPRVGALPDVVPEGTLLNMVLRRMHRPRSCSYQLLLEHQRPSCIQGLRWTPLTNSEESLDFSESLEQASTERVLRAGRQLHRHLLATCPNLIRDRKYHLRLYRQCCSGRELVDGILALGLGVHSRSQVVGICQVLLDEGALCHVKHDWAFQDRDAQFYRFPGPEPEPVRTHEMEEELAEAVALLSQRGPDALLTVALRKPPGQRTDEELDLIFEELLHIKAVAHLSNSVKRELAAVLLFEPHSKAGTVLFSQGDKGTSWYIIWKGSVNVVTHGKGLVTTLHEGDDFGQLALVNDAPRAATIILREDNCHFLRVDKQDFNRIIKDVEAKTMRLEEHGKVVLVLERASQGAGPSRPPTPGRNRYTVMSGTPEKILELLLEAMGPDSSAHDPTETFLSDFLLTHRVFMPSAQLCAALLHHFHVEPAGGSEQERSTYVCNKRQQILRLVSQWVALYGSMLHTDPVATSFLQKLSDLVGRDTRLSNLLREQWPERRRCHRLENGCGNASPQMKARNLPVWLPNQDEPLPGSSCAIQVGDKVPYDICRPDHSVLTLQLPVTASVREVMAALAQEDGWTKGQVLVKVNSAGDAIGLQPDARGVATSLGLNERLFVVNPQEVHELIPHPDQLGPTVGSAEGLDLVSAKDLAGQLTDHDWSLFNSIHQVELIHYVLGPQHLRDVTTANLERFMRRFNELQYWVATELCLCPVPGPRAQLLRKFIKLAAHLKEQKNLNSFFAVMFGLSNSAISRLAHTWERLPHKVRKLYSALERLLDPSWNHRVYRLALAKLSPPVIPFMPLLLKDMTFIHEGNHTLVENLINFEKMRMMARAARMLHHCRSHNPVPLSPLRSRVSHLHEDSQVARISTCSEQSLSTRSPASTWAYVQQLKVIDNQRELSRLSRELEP
WRN helicase inh: blocks human WRN helicase | Q14191 | Potency, µM (doses to about 114 µM), for inactives: top-dose activity change, negative = inhibition, most hits filed as inhibitors | WRN helicase unwinding, fluorescent forked duplex, kinetic | actives 0.46% (n = 360,000) | AID 651768; also: potency is read from the fitted curve at half-maximal effect; % is scaled to controls: 0 for no effect and ±100 for the full control effect; nearly all actives have a fitted effect of over 55% in size
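Fluorescence dequenching readout, ex 525 nm/em 598 nm, kinetic mode: forked duplex DNA (100 nM final) with adjacent fluorophore and quencher unwound by WRN (20 nM final) with 2 mM ATP. Compound preincubation 15 min, room temperature.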
EPAC1 agonist: EPAC1 (human) agonism; O95398; EPAC1 agonist qHTS, biochemical assay; response scale: 100% = response to 6.5 mM cAMP; Potency, µM (highest dose often 154 µM), inactives show top-dose activation, actives largely listed as activators; actives 0.073% (n = 360,000); also: potency is read from the fitted curve at half-maximal effect; nearly all actives have a fitted effect of over 60% in size
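Compounds were pinned as a concentration titration into mixtures of EPAC1 (100 nM), BODIPY-GDP-loaded Rap1B (250 nM) and GDP (50 uM). After 5 min at room temperature, fluorescence was followed for 30 min; activity was scaled to 6.5 mM cAMP.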
aSyn yeast inh: alpha-synuclein toxicity inhibition in yeast | actives 0.14% (n = 370,000) | Yeast expressing alpha-synuclein, growth rescue, BacTiter-Glo, 24 h | Potency, µM (top dose mostly 46.1 µM), inactives show at the top dose growth rescue (activation), usual class: activators; also: potency is read from the fitted curve at half-maximal effect; % of control where 0% means no effect; nearly all actives have a fitted effect of over 65% in size
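Galactose-induced alpha-syn yeast (OD600=0.02, raffinose-pregrown) + pinned cpd, 24 hr, 30 deg C; growth by BacTiter-Glo luminescence. Growth restoration scores as activation.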
FUS suppressor: suppressors of FUS proteinopathy in yeast. S. cerevisiae FUS-expressing, growth rescue, OD600, 24 h. Potency, µM (highest dose often 76.6 µM), inactives show at the highest dose growth rescue (activation), actives largely listed as activators. actives 0.24% (n = 390,000);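 also: potency is read from the fitted curve at half-maximal effect; plate controls were DMSO vehicle for no effect and reference control for full effect; nearly all actives have a fitted effect of over 55% in size; some results filed as inactive show a strong effect at the top dose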
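Read-out: OD at 600 nm after 24hr at 30C, reporting rescue of FUS-induced yeast toxicity. Cells at OD 0.005 in galactose (2%) minimal medium; compounds tested in a dilution series; CP55940 titration from 92uM final as control.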
IL-2 act: IL-2 activation; activation, % (series mostly up to about 46 µM); IL-2 activation reporter assay, cell-based qHTS; stimulated with anti-CD3/CD4/CD28 beads; in transgenic mouse T cells; actives 0.065% (n = 360,000); AID 652025; in the data active = activation above about 50%; inconclusive = mostly about 30% to 49%; also: 0% is about no effect
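Unstimulated transgenic mouse T cells; 60-min compound exposure; bead-based TCR/CD4/CD28 stimulation; 18 h culture, 37 degrees C; dual fluorescence (EGFP, DsRed) plate cytometry.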
PLK1 PBD inh: inhibitors of human PLK1 polo-box domain binding. actives 2.8% (n = 360,000). Plk1 PBD binding of FITC phosphopeptide, fluorescence polarization. Potency, µM, inactives show max response, negative = inhibition, actives largely listed as inhibitors; also: potency is read from the fitted curve at half-maximal effect; series mostly up to about 57 µM; % is scaled to controls: 0 for no effect and ±100 for the full control effect; nearly all actives have a fitted effect of over 65% in size
PI5P4K alpha inh: PI5P4K alpha (human) kinase inhibition; PI5P4Kalpha enzyme, ADP-Glo luminescence, 60 min; hits give low values; max response, %; P48426; AID 652105; actives 1.2% (n = 330,000); active = max response of -50% or lower; inconclusive = between -30% and -50%; inactive = -30% or higher; also: value at the top dose of about 77 µM; % is scaled to controls: 0 for no effect and ±100 for the full control effect
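PI5P4Kalpha ADP-Glo assay; 5 microM ATP final; 60 min RT reaction; HEPES pH 7.4/EGTA/CHAPS, 5% DMSO; controls lacking substrate or enzyme; luminescent end-point.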
Numbers without * were called inactive; ? = inconclusive; / = not tested or not shown; & = joins results of further samples; [ ] = dose if it differs, or a comment. Unless noted, calls follow the shape of the dose curve; as a rule, active = well fitted curve in the direction sought with a large enough effect; inconclusive = small, poorly fitted or top-dose-only effect, or another doubt; inactive = no such curve, though single readings can be large; an effect the other way counts as inactive or inconclusive.

Structure	Abeta yeast res	EPAC1 antagonist	WRN helicase inh	EPAC1 agonist	aSyn yeast inh	FUS suppressor	IL-2 act	PLK1 PBD inh	PI5P4K alpha inh
CCOc1ccc(NC(=O)CN2C(=O)CCSc3ccc(S(=O)(=O)N4CCCC4)cc32)cc1	7%&-1%	-7%	-6%	2%	1%	20%&18%	-3.1	-2%	1
COc1ccccc1CN(C)CC(=O)Nc1ccccc1-c1ccccc1	-10%	-15%	-10%	1%	0%	20%	-1.0	-7%	9
Cc1ccc(CSc2nc3ccncc3n2CC(=O)Nc2cc(C)cc(C)c2)cc1	3%	-12%	-1%	-13%	-13%	28%	-3.4	1%	5
O=C(NC1(C(F)(F)F)NC(=O)N(Cc2ccccc2)C1=O)c1cccnc1 (stereo not given)	21%	-13%	-4%	-1%	2%	-5%	0.4	2%	7
COC(=O)C1=C(C)N(Cc2ccccc2)C(=NCc2ccccc2)N[C@H]1c1cccc(C(F)(F)F)c1	22%	-16%	-2%	-19%	-22%	30%	-0.8	-2%	2
Cc1cc(C(=O)Cn2cnc3ccccc3c2=O)c(C)n1C1CC1	15%	-19%	-17%	-32%[inhibitor]	7%	7%	1.3	-6%	1
CCc1ccc(C2CC(=O)NC(SCC(=O)OC(C)C)=C2C#N)cc1 (stereo not given)	-3%	0%	1%	-22%	27%	33%	-2.8	-6%	3
Cc1nn2c(NCCN(C)C)c3c(nc2c1-c1ccccc1)CCC3	-3%	9%	6%	1%	10%	-1%	-0.5	0%	-5
CCOC(=O)c1c(SCCN2CCCC2)n(-c2ccccc2)c(=S)n(-c2ccccc2)c1=O	-2%	0%	-7%	3%	-5%	/	-0.4	-27%	3
COc1ccccc1NC(=S)NC(NC(=O)CC(C)C)C(Cl)(Cl)Cl (stereo not given)	-8%	10%	1%	6%	3%	-46%[inhibitor]	0.4	3%	-1
COc1cc(NC(=O)c2ccccc2Cl)ccc1NC(=O)c1ccco1	-16%	13%	2%	3%	0%	8%	-2.9	-1%	6
O=C(CSc1nnc(-c2n[nH]c3ccccc23)n1-c1ccccc1)Nc1cccc(Cl)c1	-10%	22%	13%	-2%	0%	/	-0.3	0%	5
CC1CCCCN1S(=O)(=O)c1ccc(S(=O)(=O)NCCc2ccncc2)cc1 (stereo not given)	20%	5%	-1%	-5%	-7%	8%	-2.4	-2%	/
COc1cccc(NC(=S)N2CCn3cccc3C2c2cccnc2)c1 (stereo not given)	-2%	?	0%	-2%	-3%	4%	1.4	?	5
Cc1cccc2c1NC(=O)C2=Nc1ccc(Cl)cc1	1%	-10%	-8%	2%	-4%	-20%	-4.6	-7%	-2
O=C(COc1ccccc1)NC(=S)Nc1cccc(NC(=O)c2ccccc2Cl)c1	-12%	-20%	-33%[57.1 µM]	7%	-4%	9%	2.1	-4%	1
COc1ccc(S(=O)(=O)NN=C2CCCCC2)cc1	-16%	-2%	-10%	4%	-2%	20%	-2.1	-14%	/
COc1cc(OC)cc(C(=O)NCCCNC(=O)c2ccccn2)c1	-7%	-13%	-27%	2%	1%	/	-1.3	-3%	15
O=C1c2ccccc2C(=O)N1CCC#Cc1ccc2cc(CCCO)oc(=O)c2c1	7%	-3%	-3%	6%	-3%	-16%	-0.4	-6%	-1
CCOC(=O)c1nn(-c2ccc(Cl)cc2)c2nnc(Cc3ccccc3)c(=O)n12	13%	-2%	-3%	7%	6%	/	4.4	-1%	16
COc1cccc(/C=N/NC(=O)c2ccc(COc3ccc(Cl)cc3Cl)o2)c1	1%	-25%	-3%	0%	-3%	4%	-0.4	-5%	-14
O=C(NNC(=O)c1cccc(-n2cccc2)c1)c1ccc(F)cc1	9%	-16%	?	-4%	1%	15%	-1.9	-27%	-68*
Cc1ccc2nc(NCc3ccco3)c(C=NCc3ccco3)c(=O)n2c1	23%	-5%	-13%	5%	-6%	3%	-0.8	-1%	/
O=C(N/N=C\c1ccc(OCC(=O)N2CCCC2)cc1)C(=O)Nc1ccccc1F	8%	-9%	4%	1%	0%	19%	0.0	-3%	1
Cn1c(=O)c2c(-c3ccccc3)n(-c3cc(Cl)c([N+](=O)[O-])cc3O)cc2n(C)c1=O	-19%	-9%	-18%	2%	-4%	6%	-0.5	-12%	-13
CC1=C(C#N)C(Nc2cccc(C)n2)(C(F)(F)F)C(=O)N1 (stereo not given)	8%	0%	1%	2%	3%	-13%	1.1	-4%	11
COc1ccc2[nH]cc(CCNS(=O)(=O)c3ccc(C)cc3)c2c1	1%	-4%	4%	-6%	1%	21%	-1.2	-9%	-8
COc1ccc(NC(=O)c2nc(SC)ncc2Cl)cc1	14%	5%	-3%	0%	1%	5%	-0.9	-4%	1
O=C(NC1CCCCC1)C(c1ccc(F)cc1)N(C(=O)Cc1ccsc1)c1ccc(F)cc1 (stereo not given)	3%	15%	4%	-7%	-8%	-28%	-0.6	0%	/
COC(=O)c1ccc2c(=O)n(CC3CCCO3)c(SCC(=O)Nc3ccccc3Cl)nc2c1 (stereo not given)	-13%	4%	3%	-3%	1%	11%	-2.3	1%	0
CCOC(=O)C1=C(COC(=O)C2CC(=O)N(c3ccccc3F)C2)NC(=O)NC1C (stereo not given)	-8%	4%	-3%	2%	3%	/	0.6	-2%	3
Cc1cc(S(=O)(=O)Nc2ccc(C(=O)N3CC(C)OC(C)C3)cc2)ccc1F (stereo not given)	-15%	?	-8%	-4%	-1%	10%	-1.1	2%	5
Nc1ccccc1S(=O)(=O)NCCCCc1ccccc1	-20%	-16%	-4%	1%	19%	-3%	0.5	-11%	0
COc1c(Br)cc(Br)cc1/C=C1/C(=O)N=C(N)N1C	0%	-15%	6%	1%	-3%	13%	2.6	-17%	1
CC1(C)Cc2c(cnn2-c2ccccc2)C(NC(=O)CCc2ccncc2)C1 (stereo not given)	7%	-3%	-4%	-4%	0%	8%	-0.7	3%	-2
CC(=O)N1CCN(Cc2nc3cc(NC(=O)c4cccs4)ccc3n2C)CC1	-20%	9%	9%	3%	-8%	4%	1.0	-3%	-3
CSc1cccc(CN2CCC(CCC(=O)NC3CC3)CC2)c1	-19%	-31%	8%	-1%	-8%	-10%	-0.3	-13%	5
COc1cccc(CNC(=O)CNC(=O)N2CC(=O)Nc3ccccc32)c1	3%	12%	-11%	-6%	-4%	-2%	0.0	-9%	0
COc1c(Cl)cc(C(=O)Nc2ccccc2C(=O)O)cc1Cl	7%	12%	-16%	-11%	-5%	20%	-3.0	?	/
COc1ccc(NC(=O)CSc2nc(-c3ccco3)nc3cc(=O)[nH]n23)cc1Cl	?	-3%	-8%[11.6 µM]	10%	5%	28%	1.9	19µM*	-56*
CCC(CC)c1nnc(NC(=O)c2ccc3ccccc3n2)s1	-2%	-5%	-1%	5%	-11%	21%	-1.6	1%	1
COc1ccc(Cl)cc1NC(=O)NCc1ccco1	1%	-9%	2%	3%	-4%	-35%	-2.4	-6%	0
COc1ccc(C(=O)OCC(=O)Nc2cccc(S(=O)(=O)NC3=NCCCCC3)c2)cc1[N+](=O)[O-]	5%	14%	-3%	-2%	3%	/	-5.3	2%	4
COc1ccc([C@@H]2[C@@H]3C(=O)N(C(C)(C)C)C(=O)[C@@H]3[C@]3(Cc4ccc(Cl)cc4)C(=O)N(c4ccc(OC)cc4)C(=O)N23)cc1	-4%	-1%	8%	2%	12%	?	0.0	1%	1

Arranged by count of non-hydrogen atoms (high to low): three of the compounds above
Structure	Abeta yeast res	EPAC1 antagonist	WRN helicase inh	EPAC1 agonist	aSyn yeast inh	FUS suppressor	IL-2 act	PLK1 PBD inh	PI5P4K alpha inh
CCOC(=O)C1=C(COC(=O)C2CC(=O)N(c3ccccc3F)C2)NC(=O)NC1C (stereo not given)	-8%	4%	-3%	2%	3%	/	0.6	-2%	3
CCC(CC)c1nnc(NC(=O)c2ccc3ccccc3n2)s1	-2%	-5%	-1%	5%	-11%	21%	-1.6	1%	1
COc1ccc(Cl)cc1NC(=O)NCc1ccco1	1%	-9%	2%	3%	-4%	-35%	-2.4	-6%	0

Sorted by the number under IL-2 act (rising): some entries from above
| SMILES | EPAC1 antagonist | WRN helicase inh | EPAC1 agonist | IL-2 act | PLK1 PBD inh | PI5P4K alpha inh |
| --- | --- | --- | --- | --- | --- | --- |
| COc1c(Cl)cc(C(=O)Nc2ccccc2C(=O)O)cc1Cl | 12% | -16% | -11% | -3.0 | ? | / |
| CCC(CC)c1nnc(NC(=O)c2ccc3ccccc3n2)s1 | -5% | -1% | 5% | -1.6 | 1% | 1 |
| CC1(C)Cc2c(cnn2-c2ccccc2)C(NC(=O)CCc2ccncc2)C1 (stereo not given) | -3% | -4% | -4% | -0.7 | 3% | -2 |
| Nc1ccccc1S(=O)(=O)NCCCCc1ccccc1 | -16% | -4% | 1% | 0.5 | -11% | 0 |
| COc1c(Br)cc(Br)cc1/C=C1/C(=O)N=C(N)N1C | -15% | 6% | 1% | 2.6 | -17% | 1 |
